Compound activity as filed in PubChem.
Cneo AK release: Cryptococcus neoformans lysis via adenylate kinase release. C. neoformans lysis, adenylate kinase release luminescence, 4 h; normalised: neutral wells 0, clomiphene wells 100. lysis activity, % at 15 µM. 360,000 tested, 0.2% active;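 active = mean lysis activity across replicates of at least 80%, whatever share of replicates individually reach that level; inactive = mean lysis activity below 80%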
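Assay system: Cryptococcus neoformans yeast cells / Dosing: single-point compound dose / Timing: 4 h at 37 °C static, read 1 h later / Measured by: luminescence of released adenylate kinase using an AK detection reagent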
SIRT5 inh: inhibitors of human sirtuin-5 desuccinylase | AID 652115 | Purified SirT5, succinyl-peptide AMC, trypsin-coupled fluorescence | 330,000 tested, 1.1% active | inhibition, % at 15 µM; in the data active = inhibition above about 15%
Target sequence (Q9NXA8 whole entry, looked up): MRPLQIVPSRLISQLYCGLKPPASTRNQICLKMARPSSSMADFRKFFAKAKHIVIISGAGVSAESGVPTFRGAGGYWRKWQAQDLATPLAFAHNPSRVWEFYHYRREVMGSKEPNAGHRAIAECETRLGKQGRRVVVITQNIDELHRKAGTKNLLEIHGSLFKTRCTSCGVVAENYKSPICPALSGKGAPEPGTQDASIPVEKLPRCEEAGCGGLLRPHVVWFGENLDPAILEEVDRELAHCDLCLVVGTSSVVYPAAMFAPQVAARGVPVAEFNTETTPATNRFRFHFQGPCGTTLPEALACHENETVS
C2C12 statin: suppression of simvastatin myotoxicity | 330,000 tested, 0.78% active | AID 602340 | rescue of ATP level, % at 7.49 µM | C2C12 myotubes + simvastatin, ATP luminescence, 48 h; scaled: DMSO 0, geranylgeraniol control 100;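 active = mean ATP rescue above about 67%, or every replicate alone reaching that limit, limit read from the data, passing the limit was not always enough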;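 note: myotubes were challenged with 10 µM simvastatin during compound exposure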
esBAF inh: inhibitors of esBAF chromatin remodeling in mouse ES cells; 350,000 tested, 2% active; reporter increase, % at 12.5 µM; AID 602393; Bmi1-luciferase knock-in reporter, 24 h; 100% = twice the neutral-well signal; in the data active = activation above about 40%;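 note: 0% = median of the plate's neutral control wells and 100% = double that signal; a rise in the Bmi1 reporter signal indicates esBAF inhibition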
ERp5 block: inhibitors of human ERp5. Q15084. ERp5 insulin aggregation, absorbance 650 nm, 90 min. inhibition, % at 9.99 µM. 350,000 tested, 0.05% active. AID 651711;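 active = mean replicate inhibition above about 25%, with every replicate also reaching it, limit read from the data, passing the limit was not always enough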
Target sequence (Q15084 whole entry, looked up): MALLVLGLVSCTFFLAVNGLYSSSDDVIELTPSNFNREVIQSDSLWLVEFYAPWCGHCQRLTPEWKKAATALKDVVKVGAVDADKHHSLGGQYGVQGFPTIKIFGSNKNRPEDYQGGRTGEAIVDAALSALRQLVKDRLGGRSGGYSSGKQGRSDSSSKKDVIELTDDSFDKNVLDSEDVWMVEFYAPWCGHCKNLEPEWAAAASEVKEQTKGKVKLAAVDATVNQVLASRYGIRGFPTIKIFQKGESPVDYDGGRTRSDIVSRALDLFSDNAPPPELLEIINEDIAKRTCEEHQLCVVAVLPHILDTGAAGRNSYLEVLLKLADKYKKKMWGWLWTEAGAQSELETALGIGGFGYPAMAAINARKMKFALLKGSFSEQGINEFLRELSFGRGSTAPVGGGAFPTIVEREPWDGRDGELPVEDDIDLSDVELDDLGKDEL
ARNT TACC3 PPI: disrupts binding between human ARNT and TACC3 | AlphaScreen His-ARNT PAS-B/GST-TACC3 binding, luminescence; TACC3 fragment carries E629A point mutation | Q9Y6A5 | AID 623870 | inhibition, % at 9.99 µM | 390,000 tested, 0.66% active;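 active = mean inhibition of replicates at least 50% and at least half of replicates each reaching 50%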;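 note: 0% = complete ARNT plus TACC3 wells and 100% = ARNT alone without TACC3; many hits fall short of the cut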
miR-122 sensor: inhibitors of miR-122 in Huh7 cells. Huh7 miR-122 Renilla luciferase sensor, 48 h; neutral wells = 0, positive control = 100. activation (reporter increase), % at 12.5 µM. 340,000 tested, 0.3% active. AID 602342;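 active = mean replicate activation score at least 90 and every replicate individually at or above 90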;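 note: higher luciferase means less miR-122 activity so hits act as miR-122 inhibitors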
The depositor's hits bear a star; · = no result given; & = joins results of further samples; [ ] = another dose, or the depositor's remark.

SMILES | Cneo AK release | SIRT5 inh | C2C12 statin | esBAF inh | ERp5 block | ARNT TACC3 PPI | miR-122 sensor
Cc1ccc(S(=O)(=O)c2nc(N3CCOCC3)sc2Cl)cc1 | -1.4 | · | 24.4 | 6.7 | · | -11.6 | 15.0
CCC(C)n1c(SCC(=O)Nc2cc(C)on2)nc2ccccc2c1=O (configuration not stated) | 2.2 | · | · | -7.5 | · | -3.1 | 3.9
C[C@@H]1CCCCO[C@H](CN(C)C(=O)Nc2cccc3ccccc23)[C@@H](C)CN([C@H](C)CO)C(=O)c2cc(NC(=O)c3ccccc3)ccc2O1 | -1.4&-4.5 | -1.3&2.5 | 9.3 | 0.9&-0.8 | 3.3&1.5 | -5.7 | -5.7
O=C(COc1ccc(Cl)cc1Br)NC(=O)NC1CCCC1 | -2.7 | 5.3 | -3.1 | 72.1* | -5.5 | -6.2 | ·
COc1cc(-c2[nH]ncc2CN2CCCC2c2nonc2C)cc(OC)c1OC (configuration not stated) | · | -1.1 | · | · | 3.0 | -1.7 | ·
CCCSc1nc(C)c(C(C)=O)cc1C#N | -1.2 | · | 23.9 | 12.0 | · | -0.9 | -0.8
Cc1ccc(C)n1NC(=O)c1ccccc1O | -0.1 | · | -0.4 | 6.0 | · | -4.8 | 5.1
CO[C@H]1CN(C)C(=O)c2ccc(NC(=O)Nc3cccc(Cl)c3)cc2OC[C@@H](C)NC[C@H]1C | 58.6 | -0.7 | -8.6 | -0.3 | -3.9 | -0.6 | -11.7[16.7 µM]
CCCNC(=O)N1[C@@H](CO)[C@@H](c2ccc(-c3ccccc3)cc2)[C@@H]1CNC(C)=O | 87.6* | · | -10.9 | -4.9 | · | -2.8 | 7.1[16.7 µM]
O=C(C1CC1)N1CCCCN2[C@H](CO)[C@@H](c3ccc(C#CC4(O)CCCC4)cc3)[C@H]2C1 | 2.7 | 1.6 | · | · | 1.0 | 5.6 | -22.5[16.7 µM]
CCC(C(=O)NC(C)(C)C)N(C(=O)Cn1nnc(-c2ccccc2F)n1)c1cccc2c1CCCC2 (configuration not stated) | -1.5 | · | · | -7.7 | · | 3.5 | -7.9
N=c1c(C(=O)NCC2CCCO2)cc2c(=O)n3ccccc3nc2n1Cc1ccc(F)cc1 (configuration not stated) | -0.3 | 0.1 | 2.8 | -1.5 | -6.7 | -8.5 | 7.0
CCOC(=O)CSc1nnc(CNC(=O)c2cccs2)n1-c1ccccc1 | -1.3 | · | 27.6 | -2.1 | · | 1.7 | 25.6
COc1cccc(CC(=O)OCC(=O)c2cc(OC)c(OC)c(OC)c2)c1 | -0.8 | -9.6 | 6.1 | -2.2 | 2.6 | -18.7 | 9.2
CO[C@H]1CN(C)C(=O)c2ccc(NS(C)(=O)=O)cc2OC[C@H](C)N(Cc2ccccc2)C[C@H]1C | 1.6 | 0.6 | 2.2 | 6.7 | -0.3 | -9.6 | ·

Molecules shown so far that contain two or more sulfur atoms (2):
SMILES | Cneo AK release | SIRT5 inh | C2C12 statin | esBAF inh | ERp5 block | ARNT TACC3 PPI | miR-122 sensor
Cc1ccc(S(=O)(=O)c2nc(N3CCOCC3)sc2Cl)cc1 | -1.4 | · | 24.4 | 6.7 | · | -11.6 | 15.0
CCOC(=O)CSc1nnc(CNC(=O)c2cccs2)n1-c1ccccc1 | -1.3 | · | 27.6 | -2.1 | · | 1.7 | 25.6

(listing goes on)
SMILES | Cneo AK release | SIRT5 inh | C2C12 statin | esBAF inh | ERp5 block | ARNT TACC3 PPI | miR-122 sensor
CC1=Nc2ccccc2N=C(NC(=O)/C=C/C(=O)O)C1c1ccccc1 (configuration not stated) | · | 4.8 | · | · | 4.6 | 3.8 | ·
COc1ccc(C#Cc2ccc3c(c2)O[C@@H](CN(C)C(C)=O)[C@H](C)CN([C@H](C)CO)S3(=O)=O)cc1 | 0.0 | 2.2 | 25.5 | 3.5 | 5.2 | -1.3 | 8.3[16.7 µM]
CN(CC(=O)O)Cc1oc(CO)cc(=O)c1O | · | · | · | · | -8.4 | -13.8 | 1.7
COc1nc(NC23CC4CC(CC(C4)C2)C3)nc(OC)n1 | 6.4 | · | 17.6 | -8.1 | · | -2.4 | -4.2
CC/C(O)=C1\C(=O)CC(C)(C)CC1=NCCc1nc2ccccc2[nH]1 | · | 2.0 | · | · | 2.1 | -10.4 | ·
CN(CC(=O)Nc1ccc(F)cc1)C(=O)c1ccccc1Sc1ccccc1C#N | 1.0 | -2.2 | -4.5 | -6.3 | -0.4 | -1.4 | 2.6
COc1ccccc1CNC(=O)C(C)NS(=O)(=O)c1ccc(Br)cc1 (configuration not stated) | 2.9 | · | · | -11.8 | · | -2.8 | 4.2
CC(=O)N1CCN(S(=O)(=O)c2cccc(C(=O)OCC(=O)N3CC(=O)Nc4ccccc43)c2)CC1 | · | -12.9 | · | · | -1.3 | -3.2 | ·
C[C@H]1CN([C@@H](C)CO)C(=O)Cc2cc(NC(=O)Cn3cnnn3)ccc2O[C@H]1CN(C)S(C)(=O)=O | 0.9 | · | -29.1 | 2.1 | · | 6.0 | 6.0[16.7 µM]
COc1ccc(C(=O)NC(=S)Nc2ccc(Cc3ccncc3)cc2)cc1 | · | 14.9 | · | · | 5.8 | 0.9 | ·
O=C(C[C@H]1CC[C@H](NC(=O)c2ccc(F)cc2)[C@H](CO)O1)NCCc1ccccc1 | 1.2 | 0.9 | 10.2 | 1.9 | 0.0 | 7.5 | 5.3[16.7 µM]
Cc1sc2ncn(Cc3ccccc3F)c(=O)c2c1C | · | 0.7 | · | · | -7.2 | -2.9 | ·
C[C@@H]1CN([C@H](C)CO)C(=O)c2cccc(NC(=O)c3ccc(-c4nccs4)cc3)c2O[C@@H]1CN(C)Cc1ccc(Oc2ccccc2)cc1 | -1.3 | 20.6* | -14.4 | -1.0 | -3.7 | -23.0 | -3.8[16.7 µM]
CC1(C)Oc2nc3ccccc3n2/C1=C\C#N | 1.3 | · | -2.7 | -3.4 | · | -4.8 | ·
O=C1C2C3C=CC(C3)C2C(=O)N1CCN1CCN(S(=O)(=O)/C=C/c2ccccc2)CC1 (configuration not stated) | · | -2.6 | · | · | 3.1 | · | 6.6
CCN1CCN(c2ccc(S(=O)(=O)N3CCCCC3)cc2NC(=O)/C=C/c2ccc(OC)c(OC)c2)CC1 | 1.6 | 4.2 | 22.1 | · | -3.3 | 15.1 | -6.2
CCNC(=S)N1CCC(NC(=O)c2ccco2)CC1 | -1.4 | -5.7 | 3.6 | 4.6 | 7.2 | 0.9 | -2.7
COc1cccc(-c2ccc3c(c2)[C@H]2[C@H](CCN2C(=O)Cc2ccncc2)[C@H](CO)N3C)c1 | 90.9* | -0.7 | -6.5 | 8.8 | 2.0 | 2.5 | 5.7[16.7 µM]
COCCN(C(=O)COc1ccccc1C#N)c1c(N)n(Cc2ccccc2)c(=O)[nH]c1=O | · | -2.3 | -13.7 | -5.0 | -2.0 | -2.7 | ·
COc1cc(OC)c(C(=O)NC23CC4CC(CC(C4)C2)C3)cc1OC | -4.7 | -1.9 | -34.2 | 0.7 | 3.6 | -7.9 | -5.3
c1cncc(-c2nc(NCc3ccco3)c3ccccc3n2)c1 | 6.8 | · | 94.4* | -3.6 | · | -0.7 | 6.9
Cc1ccc(C(=O)Nc2ccc3[nH]c(=O)[nH]c3c2)c(C)c1 | · | -2.4 | · | · | -3.2 | 4.3 | ·
CC1(C)CC(=O)C=C(Nc2ccc(S(N)(=O)=O)cc2)C1 | 1.5 | · | 0.5 | -10.3 | · | -9.9 | -16.2
CCN(CC)S(=O)(=O)c1ccc(Cl)c(C(=O)Nc2cc(C)nn2-c2ccccc2)c1 | · | 0.6 | · | · | -3.2 | -10.6 | ·
Nc1c(N(Cc2ccco2)C(=O)c2ccccc2F)c(=O)[nH]c(=O)n1Cc1ccccc1 | 1.0 | -0.9 | 0.2 | · | -1.9 | 7.4 | -5.2
O=C(CCn1c(=O)c2cccn2c2cccnc21)NCc1cccc(Cl)c1 | -0.7 | -9.1 | -7.0 | 7.6 | 8.7 | 3.9 | -3.4
O=C(Nc1ccccc1-c1ccccc1)C1CCCC1 | · | -1.2 | · | · | -0.5 | -1.7 | ·
CC(C)NC(=O)N[C@H]1CC[C@H](CC(=O)NCCN2CCCC2)O[C@H]1CO | -0.8 | -0.1 | 3.1 | 1.3 | 4.6 | -4.6 | ·
O=c1c2ccccc2nc2n1C(CSc1ccccc1)CS2 (configuration not stated) | · | 12.0 | 0.3 | -0.6 | 5.4 | -5.4 | -5.6
C[C@@H]1CN([C@H](C)CO)C(=O)c2ccccc2-c2ccccc2CO[C@@H]1CN(C)S(=O)(=O)c1cn(C)cn1 | 0.2 | -0.9 | -1.1 | 4.3 | -9.5 | -8.0 | ·

The last four records of the part above open the next one:
SMILES | Cneo AK release | SIRT5 inh | C2C12 statin | esBAF inh | ERp5 block | ARNT TACC3 PPI | miR-122 sensor
O=C(Nc1ccccc1-c1ccccc1)C1CCCC1 | · | -1.2 | · | · | -0.5 | -1.7 | ·
CC(C)NC(=O)N[C@H]1CC[C@H](CC(=O)NCCN2CCCC2)O[C@H]1CO | -0.8 | -0.1 | 3.1 | 1.3 | 4.6 | -4.6 | ·
O=c1c2ccccc2nc2n1C(CSc1ccccc1)CS2 (configuration not stated) | · | 12.0 | 0.3 | -0.6 | 5.4 | -5.4 | -5.6
C[C@@H]1CN([C@H](C)CO)C(=O)c2ccccc2-c2ccccc2CO[C@@H]1CN(C)S(=O)(=O)c1cn(C)cn1 | 0.2 | -0.9 | -1.1 | 4.3 | -9.5 | -8.0 | ·
CCOC(=O)CSc1nc(-c2ccc3c(c2)OCO3)ccc1C#N | 4.5 | · | 7.8 | 15.6 | · | -1.9 | -2.0
COc1ccccc1NC(=O)CCC(=O)N1CC(C)Oc2ccc(C)cc21 (configuration not stated) | -0.7 | -5.1 | -3.6 | 1.0 | 12.1 | -1.0 | -4.3
Cc1cc(C)c(NC(=O)COc2cccnc2[N+](=O)[O-])c(C)c1 | -0.6 | -1.1 | -3.8 | 15.7 | 0.7 | -2.0 | -10.3
CCCOc1ccc(/C(O)=C2/C(=O)C(=O)N(CCN(C)C)C2c2ccc(OC)c(OC)c2)cc1 (configuration not stated) | -0.7 | · | · | · | · | -2.0 | -9.7
O=C(C[C@@H]1C[C@H]2c3cc(NC(=O)c4ccc5c(c4)OCO5)ccc3O[C@H]2[C@H](CO)O1)NCc1ccc(Cl)cc1 | -3.9 | 2.0 | 15.2 | 8.0 | -1.9 | 7.8 | -5.2[16.7 µM]
Cn1c(=O)n(C)c2cc(S(=O)(=O)Nc3cc(Cl)ccc3O)ccc21 | · | 0.5 | · | · | -0.8 | 0.9 | ·
Cc1ccc(-c2nnc3ccc(SCC(=O)NCc4ccco4)nn23)cc1 | 0.2 | · | -21.6 | -2.2 | · | -0.7 | 0.3
CCOC(=O)Cc1nc(-c2ccccc2)n[nH]1 | -6.5 | -0.5 | 9.3 | 9.1 | 7.7 | -5.7 | -0.4
CN1CCN(C(=O)C[C@H]2CC[C@@H]3[C@H](COC[C@H](O)CN3C(=O)Nc3cc(Cl)cc(Cl)c3)O2)CC1 | -2.1 | 0.3 | 8.7 | 3.8 | 1.6 | -4.8 | -7.2[16.7 µM]
O=C1CC(N2CCOCC2)C(=O)N1c1cc(Cl)cc(Cl)c1 (configuration not stated) | -0.5 | · | · | -10.6 | · | -2.6 | 2.0
CC1CC(C)CN(c2ncc3c(n2)CC(c2ccc(Cl)cc2)CC3=O)C1 (configuration not stated) | 7.1 | · | 2.2 | -4.6 | · | -23.3 | -8.6
O=C(Nc1nnc(-c2ccc(Cl)cc2)o1)c1ccccc1Br | 2.1 | 1.0 | 1.0 | 17.7 | -1.8 | 37.8 | -4.8
CC(C)N1CCC(N2CCN(Cc3cccc4nonc34)CC2CCO)CC1 (configuration not stated) | · | -2.8 | · | · | 0.1 | -5.5 | ·
COC(=O)CSc1nc2c(cnn2-c2ccc(Cl)cc2)c(=O)[nH]1 | -4.3 | 1.5 | 2.2 | -3.8 | -2.1 | -4.4 | 2.1
COc1ccc(CCN2CC(C(=O)Nc3nccs3)CC2=O)cc1OC (configuration not stated) | -0.6 | -2.6 | 5.8 | 1.0 | -1.4 | 0.9 | -0.5
COc1cccc(CNC(=O)CCn2c(=O)oc3ccccc32)c1 | 0.1 | · | 3.5 | 2.6 | · | -7.9 | 0.5
